U2OS ROS induce = inducers of reactive oxygen species in cancer cells | U2OS ROS induction, H2DCF-DA fluorescence | 46,000 tested, 2% active | ROS induction (% of piperlongumine), % at 10 µM; in the data active = ROS induction above about 79%, passing the limit was not always enough;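 note: 0% = DMSO vehicle median and 100% = reference compound median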
Numbers without * were called inactive.

mol	U2OS ROS induce
C[C@@H]1CN([C@H](C)CO)C(=O)Cc2cc(NC(=O)CCC(F)(F)F)ccc2O[C@@H]1CN(C)C(=O)Nc1ccccc1	9
COc1ccc(NC(=O)Nc2ccc3c(c2)CC(=O)N([C@H](C)CO)C[C@@H](C)[C@@H](CN(C)CC2CCCCC2)O3)cc1	3
C[C@@H]1CN([C@H](C)CO)C(=O)c2cc(NC(=O)Nc3ccc4c(c3)OCO4)ccc2O[C@H]1CN(C)S(=O)(=O)c1ccc(F)cc1	-6
Cc1cccc(S(=O)(=O)N(C)C[C@@H]2OCc3cnnn3CCCC(=O)N([C@H](C)CO)C[C@H]2C)c1	-11
C[C@@H]1CN([C@@H](C)CO)C(=O)c2cccc(NC(=O)Nc3ccc4c(c3)OCO4)c2O[C@H]1CN(C)Cc1ccccc1	0
COC(=O)CN1C(c2ccccc2)=Nc2ccc(C)cc2C1c1ccccc1 (stereo not drawn)	-13
CC1=C(C(=O)OC(C)C)C(c2cn(-c3ccccc3)nc2-c2ccc(OC(C)C)cc2)NC(=O)N1 (stereo not drawn)	-3
C[C@@H]1CN([C@H](C)CO)C(=O)Cc2cc(NC(=O)Cc3ccccc3)ccc2O[C@@H]1CN(C)Cc1ccncc1	0
COc1c(OC)c2c(C)cccc2oc1=O	-2
Cc1noc(C)c1NC(=O)N(C)C[C@@H]1Oc2ccc(NS(=O)(=O)c3c(C)noc3C)cc2C(=O)N([C@@H](C)CO)C[C@H]1C	-3
C[C@H](CO)N1C[C@H](C)[C@@H](CN(C)CC2CCCCC2)Oc2ccc(NC(=O)Nc3ccc(F)cc3)cc2C1=O	9
COc1ccc(S(=O)(=O)Nc2ccc3c(c2)CC(=O)N([C@H](C)CO)C[C@H](C)[C@H](CN(C)S(=O)(=O)c2cccs2)O3)cc1	-12
COc1ccc(S(=O)(=O)Nc2ccc3c(c2)CC(=O)N([C@@H](C)CO)C[C@H](C)[C@H](CN(C)Cc2ccc(C(=O)O)cc2)O3)cc1	0
O=C1OC(c2ccc(O)cc2)(c2ccc(O)cc2)c2ccccc21	3
Cc1noc(C)c1S(=O)(=O)Nc1ccc2c(c1)C(=O)N([C@@H](C)CO)C[C@H](C)[C@H](CN(C)C(=O)Nc1ccc3c(c1)OCO3)O2	6
COc1ccc(N(C(C)=O)S(=O)(=O)c2ccc(C)cc2)cc1	-5
C[C@@H]1CN([C@H](C)CO)C(=O)c2cc(NC(=O)Cc3cn(C)c4ccccc34)ccc2O[C@H]1CN(C)CC1CCCCC1	17
CC(Sc1ncnc2sc(-c3ccccc3)cc12)C(=O)Nc1ccccc1C(F)(F)F (stereo not drawn)	6

Among those listed so far, two contain a CF3 group:
mol	U2OS ROS induce
C[C@@H]1CN([C@H](C)CO)C(=O)Cc2cc(NC(=O)CCC(F)(F)F)ccc2O[C@@H]1CN(C)C(=O)Nc1ccccc1	9
CC(Sc1ncnc2sc(-c3ccccc3)cc12)C(=O)Nc1ccccc1C(F)(F)F (stereo not drawn)	6

Reprinted at random: six entries already listed.
mol	U2OS ROS induce
C[C@@H]1CN([C@H](C)CO)C(=O)Cc2cc(NC(=O)CCC(F)(F)F)ccc2O[C@@H]1CN(C)C(=O)Nc1ccccc1	9
Cc1noc(C)c1NC(=O)N(C)C[C@@H]1Oc2ccc(NS(=O)(=O)c3c(C)noc3C)cc2C(=O)N([C@@H](C)CO)C[C@H]1C	-3
O=C1OC(c2ccc(O)cc2)(c2ccc(O)cc2)c2ccccc21	3
Cc1cccc(S(=O)(=O)N(C)C[C@@H]2OCc3cnnn3CCCC(=O)N([C@H](C)CO)C[C@H]2C)c1	-11
COC(=O)CN1C(c2ccccc2)=Nc2ccc(C)cc2C1c1ccccc1 (stereo not drawn)	-13
COc1c(OC)c2c(C)cccc2oc1=O	-2

These rows are one share of the data; count on the stated rates, not on these rows.
